Screening results: PubChem, School of Medicine, Boston University
PL biosyn Enam = animal cell phospholipid biosynthesis inhibition, Enamine screen. ZR-82 CHO cells, pyrene fatty acid UV survival, CellTiter Blue; peroxisome-deficient CHO-K1 mutant line; plus DGAT-1, DGAT-2 and ACAT inhibitors. calls only at 10 µM. hit rate 0.4% among 20,000;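 active = cell survival signal 2 SD away from solvent-only control wells, confirmed on one or two retests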;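 also: 3 h compound exposure then viability read about one day after UV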
Calls only; i = inactive; + = active, no number. This is a subset; the hit share may differ from the screen's.

mol,PL biosyn Enam
CCC12CC3CC(NC(C)=O)(C1)CC(C(=O)O)(C3)C2 (stereo not drawn),i
CCOC(=O)c1c(NC(=O)CSc2nn3c(=O)c(C(C)(C)C)nnc3s2)sc(CC)c1C,i
O=C(OCc1cc(=O)oc2cc3c(cc12)CCC3)c1ccc(Br)o1,i
Cc1nc(SCC(=O)O)c2c(C)c(C)sc2n1,i
c1ccc(-c2csc3nc(-c4cccnc4)nc(Oc4ccc(-c5nnco5)cc4)c23)cc1,i
NC(=O)c1ccsc1NC(=O)CN1CCN(C(=O)c2cccs2)CC1,i
C(=N\n1c(-c2ccc3c(c2)OCCO3)csc1=NC1CCCCC1)/c1cccnc1,i
Nc1nc(-c2cc3ccccc3oc2=O)nc2c1c(=O)oc1ccccc12,i
O=[N+]([O-])c1ccc(Oc2ncnc3sc4c(c23)CCC4)c(Cl)c1,i
COC(=O)c1ccc(COC(=O)c2cc(C)n(C3CC3)c2C)o1,i
NC(N)=NC(N)=Nc1ccc(Br)cc1,i
Brc1ccc(-c2csc(N3N=C4/C(=C/c5ccccc5)CCCC4C3c3ccccc3)n2)cc1 (stereo not drawn),i
O=C1Cc2cc(S(=O)(=O)Nc3ccc4c(c3)CCC4)ccc2N1,i
O=c1[nH]c(=S)[nH]nc1Cc1ccc(Cl)c(Cl)c1,i
Fc1ccc(C2CC(c3ccco3)=Nc3ccccc3S2)cc1 (stereo not drawn),i
CC(C)(C)c1ccc(-c2cn(-c3ccc(Br)cc3)c3[n+]2CCCS3)cc1,i
FC(F)Oc1ccc(NC(=S)Nc2ccc3c(c2)OCCO3)cc1,i
CN1c2ccccc2Sc2cc(/C=N/N(Cc3ccccc3)c3ccccc3)ccc21,i
CC[n+]1c(C)ccc2ccccc21,i
O=c1[nH]c(CN2CCCC2c2cccs2)nc2scc(-c3ccco3)c12 (stereo not drawn),i

Given as labelled records: part of the list above
CCOC(=O)c1c(NC(=O)CSc2nn3c(=O)c(C(C)(C)C)nnc3s2)sc(CC)c1C
  PL biosyn Enam = i

O=C(OCc1cc(=O)oc2cc3c(cc12)CCC3)c1ccc(Br)o1
  PL biosyn Enam = i

Cc1nc(SCC(=O)O)c2c(C)c(C)sc2n1
  PL biosyn Enam = i

c1ccc(-c2csc3nc(-c4cccnc4)nc(Oc4ccc(-c5nnco5)cc4)c23)cc1
  PL biosyn Enam = i

(listing goes on)
mol,PL biosyn Enam
CN(C)c1ccc(/C=C/c2nc3cc4c(cc3s2)OCO4)cc1,i
CC[n+]1ccccc1N,i
CC(C)(C)N/C=C/C(=O)C(F)(F)F,i
CCCc1n[nH]c(=S)s1,i
CC1Sc2nnc(C3CCCCC3)n2N=C1c1ccc(F)c(F)c1 (stereo not drawn),i
NC(=O)c1cc2cc(Br)ccc2o1,i
CCCNC(=O)C(=O)NC1CCC(C(C)(C)CC)CC1 (stereo not drawn),i
Cc1cc(NC(=O)NC2CCCC(C)C2C)no1 (stereo not drawn),i
Cc1csc(=O)n1CCC(=O)OCC(=O)NC(C)C,i
CCOc1ccc2c(c1)C(C)=CC(C)(C)[N+]2(C)C,i
Cn1cnc2c1c(=O)n(CCCSc1nnc(NC3CC3)s1)c(=O)n2C,i
O=[N+]([O-])c1ccc(OCCOCCO)c(OCCOCCO)c1,i
CN1CCC(N(C)Cn2nc(-c3ccc4c(c3)OCO4)n(-c3ccccc3)c2=S)CC1,i
c1ccc(CNc2ncnc3c2oc2ccccc23)nc1,i
Clc1ccc(/C=C/c2nc3cc(-c4ccccc4)ccc3o2)c(Cl)c1,i
Cn1c(N)c(C(=O)COC(=O)C2CCN(/C=C/C(=O)C(F)(F)F)CC2)c(=O)n(C)c1=O,i
CN1CCN(/N=C/c2ccc(Br)cc2)CC1,i
COc1ccc(N2CCN(c3ccc([N+](=O)[O-])c4nonc34)CC2)cc1,i
COC(=O)c1cc2c(=O)[nH]c(C(Cl)(Cl)Cl)nc2s1,i
O=[N+]([O-])c1ccc(-c2cnnn2-c2ccc([N+](=O)[O-])cc2Br)cc1,i
Nc1c(Cl)cc(NS(=O)(=O)c2ccc(Cl)cc2)cc1Cl,i
O=C1C(=O)N(C2CCCC2)C(=O)N1Cc1cc(=O)oc2cc3c(cc12)CCC3,i
Cc1nn(C(C)(C)C)c2c1C(c1ccsc1)C1=C(CCCC1=O)N2 (stereo not drawn),i
CCOC(=O)C1=C(C)NC(C)=C(C(=O)OCC)C1C(=O)OC,i
C=CCOc1cccc(C2Nc3ccccc3S(=O)(=O)N2Cc2ccccc2)c1 (stereo not drawn),i
Brc1ccccc1/C=N/Nc1ccc2ccccc2n1,i
Cc1ccc(C2CC(c3ccc(Br)cc3)=Nc3ccccc3S2)cc1 (stereo not drawn),i
Cc1ccc(C2=CC(c3ccc(F)cc3F)n3ncnc3N2)cc1 (stereo not drawn),i
O=[N+]([O-])c1ccc(Sc2ccc([N+](=O)[O-])cc2)cc1,i
COc1ccc(NS(=O)(=O)C2CCS(=O)(=O)C2)cc1 (stereo not drawn),i
CC(=O)c1c(C)[nH]c(C(=O)CN2CCCC2c2cccs2)c1C (stereo not drawn),i
O=C1OC(c2cc(F)c(F)cc2Cl)=N/C1=C\c1ccco1,i
FC(F)(F)c1cccc(-c2nnn(Cc3ncc(-c4ccccc4)o3)n2)c1,i
CC(C)(C)OC(=O)NNC(=O)C1CCCCC1,i
C=C(c1ccc(N(C)C)cc1)c1ccc(N(C)C)cc1,i
Fc1cc(Br)ccc1COc1c(I)cc(Cl)c2cccnc12,i
Oc1cccc(/C=C/c2ccc3cccc(O)c3n2)c1,i
O=C(N/N=C1\CC2CC=CC12)c1ccc(Br)cc1 (stereo not drawn),i
S=C(NCc1cccs1)N1CCN(C(=S)NCc2cccs2)CC1,i
Cn1c(=O)c2ccccc2n2c(CSc3nnc(-c4sc5ccccc5c4Cl)o3)nnc12,i
O=C(Cn1cc([N+](=O)[O-])ccc1=O)NCc1cccs1,i
O=C(NCCO)NC1CCS(=O)(=O)C1 (stereo not drawn),i
Cc1nn(Cc2cc3c(cc2Br)OCO3)c(C)c1[N+](=O)[O-],i
CC1CCc2sc(C(=O)NNC(=S)NC(C)C)cc2C1 (stereo not drawn),i
O=C1NC2(CCCCCC2)C(=O)N1Cc1nnsc1Cl,i
O=[N+]([O-])c1ccc(S(=O)(=O)NC2CC2)cc1,i
Cc1nc2c(cc(O)c3ccsc32)s1,i
COc1ccccc1N1CCN(Cn2nc(C3COc4ccccc4O3)oc2=S)CC1 (stereo not drawn),i
Nc1nnc(SCC(=O)N2N=C3/C(=C/c4cccs4)CCCC3C2c2cccs2)s1 (stereo not drawn),i
CCOC(=O)c1c(C)[nH]c(C(=O)OC(C)C(=O)c2[nH]c(C)c(C(=O)OC)c2C)c1C (stereo not drawn),i
O=C(O)CCC(=O)c1cccs1,i
C/C(CCC(C)C)=N\NC(=O)Cc1cn2ccsc2n1,i
CNc1snc(C)c1C(=O)OCc1ccc(C(=O)OC)o1,i
CN=c1scc(-c2ccc(Cl)cc2Cl)n1/N=C/c1ccc(C)cc1C,i
Cc1ccc(/C=N/NC(=S)NC(C)C)o1,i
O=C1OCCC1Sc1nnc(-c2cccs2)n1C1CC1 (stereo not drawn),i
CCc1nnc(N)s1,i
O=C1CCCN1c1ccc([N+](=O)[O-])cc1,i
CCCCN(C(=O)NCC)c1c(N)n(CCCC)c(=O)[nH]c1=O,i
CS(=O)(=O)N1CCCC(C(F)(F)F)C1 (stereo not drawn),i

(further entries)
mol,PL biosyn Enam
Cc1ccc(/C=C/C(=O)Nc2nccs2)o1,i
CN(C1(C)CCS(=O)(=O)C1)S(=O)(=O)c1ccc(F)cc1 (stereo not drawn),i
O=c1c2c3c(sc2nc2c4ccccc4c4nncn4n12)CCCC3,i
Fc1ccc(-c2nc(CSc3nnnn3C3CC3)cs2)cc1,i
Fc1ccc(NC(=S)NNc2ccnc3cc(Cl)ccc23)cc1Cl,i
CCN(CC)[P+](C)(c1nc2ccccc2n1C)N(CC)CC,i
O=C(NC12CC3CC(CC(C3)C1)C2)C(F)(F)F,i
CC1(C)C2CCC1(C)C(Nc1ncnc3sccc13)C2 (stereo not drawn),i
N=C1NC(=O)SC1CC(N)=O (stereo not drawn),i
CCn1c(C)csc1=Nc1ccc(Cl)cc1,i
FC(F)(F)c1cc(-c2ccccc2)nc2[nH]c3ccccc3c12,i
Cn1nc(N2CCN(S(=O)(=O)c3ccc4c(c3)OCCO4)CC2)c(=O)n(C)c1=O,i
C/C(CCC(C)C)=N\Nc1nc2ccccc2[nH]1,i
CS(=O)(=O)N1CCc2cc(C(=O)CSc3nnc(C4CC4)n3C3CC3)ccc21,i
Cn1nc(C(=O)NNC(=O)C2CCCC2)c2ccccc2c1=O,i
CCC1CCC2(CC1)Nc1ccccc1-c1nc3ccccc3n12 (stereo not drawn),i
c1ccc(-c2nc(CSc3nnc(-c4ccc5c(c4)OCO5)o3)cs2)cc1,i
Oc1[nH]c2c(Cl)cc(Cl)cc2c1N=Nc1ncnc2sc3c(c12)CCCC3,i
CN(CCP(=O)(c1ccccc1)c1ccccc1)CCP(=O)(c1ccccc1)c1ccccc1,i
CSc1ccc(/C=C/c2nc3cc(Cl)ccc3o2)cc1,i

4 entries from above, sorted by length of the SMILES, rising:
mol,PL biosyn Enam
N=C1NC(=O)SC1CC(N)=O (stereo not drawn),i
CC1(C)C2CCC1(C)C(Nc1ncnc3sccc13)C2 (stereo not drawn),i
Fc1ccc(-c2nc(CSc3nnnn3C3CC3)cs2)cc1,i
CN(CCP(=O)(c1ccccc1)c1ccccc1)CCP(=O)(c1ccccc1)c1ccccc1,i

Next structures:
mol,PL biosyn Enam
CCN(C(=O)Cn1nc(C)c(S(=O)(=O)N(C)C)c1C)C1=CCCCC1,i
O=[N+]([O-])c1ccc(S(=O)(=O)c2ccc([N+](=O)[O-])cc2)cc1,i
O=c1[nH]c(CN2CCCCCC2)nc2sc3c(c12)CCC3,i
Nc1nc(N)nc(SCC(=O)N2CCCC2)n1,i
Nc1cc(=O)[nH]c(SCC(=O)NC2CCCC2)n1,i
OC(COc1ccc(Cl)cc1)CSc1ccc(Br)cc1 (stereo not drawn),i
CCCn1ccnc1SC(C)C(=O)NC(=O)NC (stereo not drawn),i
O=C(CCC1CCCCC1)N=C1N=C2N=CC=CN2Cc2ccccc21,i
Nc1nc(-c2cccnc2)cs1,i
C=CCn1c(SCC(=O)c2c(N)n(CCC)c(=O)n(C)c2=O)nc2sc(CC)cc2c1=O,i
c1csc(C2=Nc3ccccc3SC2c2nc3ccccc3[nH]2)c1 (stereo not drawn),i
NCCN1C(=S)S/C(=C\c2ccccc2F)C1=S,i
COC(=O)c1c(O)cc(=O)n2c1CCC2,i
NS(=O)(=O)c1ccc(N/N=C2/CCCCC2C2CCCCC2)c([N+](=O)[O-])c1 (stereo not drawn),i
Brc1cnc2nc(-c3ccccc3)c(-c3ccccc3)nc2c1,i
O=S(=O)(c1ccc2c(c1)OCCO2)N1CCCC1c1cccs1 (stereo not drawn),i
Cc1nn(C2CCS(=O)(=O)C2)c(C)c1/C=C1\CCn2c1nc1sc(C)c(C)c1c2=O (stereo not drawn),i
O=[N+]([O-])c1cc2c(cc1Br)OCCO2,i
O=C(O)c1cc2c(s1)CCCC2,i
Fc1ccc(/C=N/n2c(-n3nc(C(F)(F)F)cc3-c3ccc(Cl)cc3)n[nH]c2=S)cc1,i
Brc1ccc(-c2csc(NNC3=NCCCCC3)n2)cc1,i
Fc1cccc(F)c1/C=N/N=C(c1ccccc1)c1ccccc1,i
COC1c2c(c(-c3ccccc3)nn2-c2ccccc2)-c2nc3ccccc3n21 (stereo not drawn),i
O=C(c1cccs1)N1CCC(C(=O)N2CCN(Cc3ccc(Cl)s3)CC2)CC1,i
COc1ccccc1OP(=O)(O)Oc1ccccc1OC,i
NC1=NC(c2cccc3ccccc23)n2c(nc3ccccc32)N1 (stereo not drawn),i
C=CCN=c1scc(-c2ccc(-c3ccccc3)cc2)n1/N=C(\C)CCC(C)C,i
CCCCCCn1c(N)c(S(=O)(=O)c2ccc(F)cc2)c2nc3ccccc3nc21,i
O=S(=O)(NC1CCCC1)c1ccc(F)cc1F,i
O=S(=O)(Nc1ccc(Br)cc1Br)c1ccc(Cl)s1,i
NC1=NC(c2ccc(N(c3ccccc3)c3ccccc3)cc2)n2c(nc3ccccc32)N1 (stereo not drawn),i
O=C(Cn1cc(C(F)(F)F)ccc1=O)NCc1ccco1,i
C=CCOc1ccc(S(=O)(=O)c2ccc(OCC=C)cc2)cc1,i
CCOC(=O)C1=C(COC(=O)c2cc3c(s2)CCCC3)NC(=O)NC1c1cccs1 (stereo not drawn),i
CC(=O)c1c(C)oc2ccc(O)cc12,i
O=c1cc(CSc2nnc(-c3ccncc3)n2C2CC2)nc2sccn12,i
O=C(CN1C(=O)CC2(CCCCC2)C1=O)N1CCNC1=O,i
Fc1ccc(NC(=S)Nc2ccc(SC(F)F)cc2)cc1Cl,+
Fc1ccc(Nc2ccc3ccccc3n2)c(F)c1,i
CCS(=O)(=O)c1ccc2oc(SCc3cn4cccnc4n3)nc2c1,i
c1ccc2[nH]c(CSc3nc4ccccc4o3)nc2c1,i
O=S(=O)(NCCN1CCCC1)c1ccc2c(c1)OCCCO2,i
COCCN=C1NN=C(c2ccc(C(C)(C)C)cc2)CS1,i
O=C(/C=C/c1ccc2c(c1)OCO2)c1ccc(OC(F)F)cc1OC(F)F,i
